# Screens deposited in PubChem BioAssay by National Center for Advancing Translational Sciences (NCATS).
# SNCA expr inh: reduces expression of the alpha-synuclein gene | HEK-293 SNCA-luciferase knock-in, luminescence, 24 h | Potency, µM (highest dose often 57.2 µM), for the others: top-dose activity change, negative = inhibition, hits mostly inhibitors | 140,000 compounds, 0.17% hits;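 also: potency is read from the fitted curve at half-maximal effect; plate controls were DMSO cells for no effect and cell-free wells for full effect; nearly all actives have a fitted effect of over 45% in size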
# HEK cytotox: HEK 293 cell cytotoxicity | Potency, µM (doses to about 115 µM), for the others: at the top dose activity change, negative = cytotoxicity, hits mostly inhibitors | HEK 293 viability, ATP luminescence (CellTiter-Glo), 48-72 h | AID 1345083 | 94,000 compounds, 6.6% hits; also: potency is read from the fitted curve at half-maximal effect; nearly all actives have a fitted effect of over 60% in size
#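 qHTS cytotoxicity; HEK 293, 250 cells/well; compound pinned; 48 or 72 hr, 37 degree Celsius, 5% CO2, 95% humidity; CellTiter-Glo, 10 min RT; luminescence (ATP).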
# HEK293 viab: cell viability loss counter-screen; HEK-293-SNCA-luc viability, GF-AFC fluorescence, 24 h; Potency, µM (titrated, usually from 57.1 µM), for the others: at the highest dose activity change, negative = cytotoxicity, usual class: cytotoxic; AID 1671193; 150,000 compounds, 0.12% hits;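 also: potency is read from the fitted curve at half-maximal effect; 0% = DMSO-treated cells and -100% = medium-only wells without cells; nearly all actives have a fitted effect of over 30% in size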
#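 Cytotoxicity counterscreen: after 24 h compound treatment of genome-edited SNCA-luciferase HEK-293 cells, live-cell protease substrate GF-AFC read by fluorescence after 30 min; activity scaled between DMSO (0%) and medium-only (-100%), curves Hill-fitted.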
# IP6K1 inhibitor: IP6K1 kinase inhibition. Q92551. IP6K1 kinase, ADP-Glo luminescence, 2 h; active compounds read low. activity change, % (series mostly up to about 58 µM). 140,000 compounds, 0.81% hits. AID 1645851; in the data active = activity change below about -25%
# Target sequence (Q92551 whole entry, looked up): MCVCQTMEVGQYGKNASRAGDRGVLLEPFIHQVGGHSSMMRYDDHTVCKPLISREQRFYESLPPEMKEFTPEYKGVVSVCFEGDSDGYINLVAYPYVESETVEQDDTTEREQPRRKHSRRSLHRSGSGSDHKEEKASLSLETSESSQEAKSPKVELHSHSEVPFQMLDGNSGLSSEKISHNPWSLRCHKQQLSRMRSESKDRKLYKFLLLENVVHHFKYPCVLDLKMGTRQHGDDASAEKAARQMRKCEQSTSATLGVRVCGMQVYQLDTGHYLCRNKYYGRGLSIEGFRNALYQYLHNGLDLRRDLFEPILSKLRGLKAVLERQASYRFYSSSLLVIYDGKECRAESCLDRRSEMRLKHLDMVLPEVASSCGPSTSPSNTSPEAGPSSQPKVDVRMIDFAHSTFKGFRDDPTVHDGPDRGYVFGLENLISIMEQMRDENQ
#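 ADP-Glo luminescence measures ADP made by human IP6K1 during a 2 h RT reaction with ATP/IP6 (mix at 1.3 mM/130 uM); top library doses 57.5 and 19.1 uM final.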
# Luciferase inh: inhibitors of firefly (Photinus pyralis) luciferase | P08659 | purified P. pyralis luciferase, luminescence, biochemical | Potency, µM (highest dose often 115 µM), inactives show top-dose activity change, negative = inhibition, usual class: inhibitors | 76,000 compounds, 2.5% hits | AID 1347043; also: potency is read from the fitted curve at half-maximal effect; nearly all actives have a fitted effect of over 65% in size
#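 Inhibitors were tested against purified firefly luciferase in a biochemical, low-substrate format (both substrates at 10uM) and luminescence measured with a CCD imager.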
# 3T3 cytotox: kills NIH 3T3 cells. NIH 3T3 viability, CellTiter-Glo ATP luminescence, 48-72 h. AID 1345082. Potency, µM (highest dose often 96.7 µM), without a hit: top-dose activity change, negative = cytotoxicity, most hits filed as inhibitors. 94,000 compounds, 4.3% hits; also: potency is read from the fitted curve at half-maximal effect; nearly all actives have a fitted effect of over 55% in size
#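 Cytotoxicity was measured by CellTiter-Glo ATP luminescence after 48 or 72 h compound exposure at 37 °C. Mouse NIH 3T3 fibroblasts were seeded at 400 cells/well and dosed by 23 nL pin transfer.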
# GPT2 inh: blocks human glutamate pyruvate transaminase 2; AID 1671188; Potency, µM (highest dose often 57.7 µM), inactives show at the top dose activity change, negative = inhibition, hits mostly inhibitors; Recombinant GPT2, coupled pyruvate oxidase/HRP Amplex Red fluorescence; 100,000 compounds, 0.25% hits; also: potency is read from the fitted curve at half-maximal effect; nearly all actives have a fitted effect of over 60% in size; many of its hits are not listed in these tables
# Target sequence (Q8TD30 whole entry, looked up): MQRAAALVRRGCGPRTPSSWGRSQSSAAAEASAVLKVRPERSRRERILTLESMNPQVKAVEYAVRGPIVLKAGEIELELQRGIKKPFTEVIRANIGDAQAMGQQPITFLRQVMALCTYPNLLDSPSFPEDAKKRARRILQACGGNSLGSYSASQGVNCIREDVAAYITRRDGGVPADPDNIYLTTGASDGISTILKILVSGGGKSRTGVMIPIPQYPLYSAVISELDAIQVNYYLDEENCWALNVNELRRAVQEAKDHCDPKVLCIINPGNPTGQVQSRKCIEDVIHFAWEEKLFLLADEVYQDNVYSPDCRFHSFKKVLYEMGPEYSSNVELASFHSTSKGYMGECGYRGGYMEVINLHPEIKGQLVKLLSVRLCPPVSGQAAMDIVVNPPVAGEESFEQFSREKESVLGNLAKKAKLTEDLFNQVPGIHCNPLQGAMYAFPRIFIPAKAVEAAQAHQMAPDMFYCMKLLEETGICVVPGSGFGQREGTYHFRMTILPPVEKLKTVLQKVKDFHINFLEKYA
#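 Inhibition is scored from Amplex Red fluorescence generated when pyruvate oxidase and HRP act on pyruvate released by GPT2. Reactions contain 10ng/uL enzyme, 250uM a-KG and 2mM L-alanine and run 30 min at room temperature.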
# The depositor's hits bear a star; i = inactive; ? = inconclusive; · = no result given; [ ] = remark or other dose. Unless noted, calls follow the shape of the dose curve; as a rule, active = well fitted curve in the direction sought with a large enough effect; inconclusive = small, poorly fitted or top-dose-only effect, or another doubt; inactive = no such curve, though single readings can be large; an effect the other way counts as inactive or inconclusive. Unless noted, % is scaled to controls: 0 for no effect and ±100 for the full control effect. Compounds were not picked by outcome; 7.7% or so of the library scored in one or more.
# Preview, 3 compounds:
no.	SMILES	SNCA expr inh	HEK cytotox	HEK293 viab	IP6K1 inhibitor	Luciferase inh	3T3 cytotox	GPT2 inh
1	COc1ccccc1Nc1c2c(nc3ccc(NC(=O)c4ccc(N(C)C)cc4)cc13)CCCC2	-22%	·	?	18	·	·	·
2	CCN(CC)c1cc(CCC(=O)N2CCC(C)CC2)ccn1	?	?	-19%	0	-4%	-14%	i
3	COc1ccc(-c2ccc3ncn(Cc4ccccc4)c(=O)c3n2)cc1OC	?	-29%[172 µM]	?	7	-8%[172 µM]	?	-4%[88.5 µM]

# The listing, from the start:
no.	SMILES	SNCA expr inh	HEK cytotox	HEK293 viab	IP6K1 inhibitor	Luciferase inh	3T3 cytotox	GPT2 inh
1	COc1ccccc1Nc1c2c(nc3ccc(NC(=O)c4ccc(N(C)C)cc4)cc13)CCCC2	-22%	·	?	18	·	·	·
2	CCN(CC)c1cc(CCC(=O)N2CCC(C)CC2)ccn1	?	?	-19%	0	-4%	-14%	i
3	COc1ccc(-c2ccc3ncn(Cc4ccccc4)c(=O)c3n2)cc1OC	?	-29%[172 µM]	?	7	-8%[172 µM]	?	-4%[88.5 µM]
4	COc1ccc(NC(=O)[C@@H]2C[C@H](c3ccc(F)cc3)N(Cc3csc(C)n3)C2)cc1	-13%[87.6 µM]	79µM*	?	6	-10%[172 µM]	?	0%[88.5 µM]
5	CN1C(=O)CCC2(CNC(=O)NCCc3ccccc3)CCCC=C12 (configuration not stated)	38%[activator]	-1%	2%	11	6%	-2%	i
6	CCCS(=O)(=O)N1CCC(Oc2ccccc2-c2nc(-c3ccncc3)no2)C1 (configuration not stated)	-29%	i	-2%	-7	0%	2%	4%
7	COc1ccc(NC(=O)Cn2c(=O)oc3ccccc32)cc1	4%	·	-5%	-6	·	·	·
8	CN1C(=O)[C@H](OC(N)=O)[C@@H](C(=O)Nc2ccccc2)C12CCN(C(=O)c1ccco1)CC2	·	-30%	·	7	·	?	·
9	CC(C)COC(=O)/C(C#N)=C\c1ccc(-c2ccccc2Cl)o1	13%	·	-17%	35	·	·	·
10	COc1cccc(N2C(=O)NC(=NC3CCCCC3)C23CCN(C(=O)c2ccccc2F)CC3)c1	-5%	?	11%	5	·	?	i
11	Cn1ncc2c(C(=O)NCc3ccccn3)cc(-c3cccc(F)c3)nc21	·	?	·	1	·	?	·
12	COC(=O)c1ccc(CN2C(=O)[C@@H]3C[C@@H](O)CN3C3(CN(Cc4cccc(OC(F)(F)F)c4)C3)C2=O)cc1	-12%	?	-2%	-14	6%	?	?
13	COCCn1ccc2c(C3=CCOCC3)nc(-c3cccc(O)c3)cc21	6%[87.6 µM]	?	-12%[87.6 µM]	0	6%[172 µM]	?	-1%[88.5 µM]
14	c1ccc2c(c1)CC(N1CCC(CN(Cc3ccc4nonc4c3)CC3CCCO3)CC1)C2 (configuration not stated)	-1%	?	-8%	-7	12%	-29%	i
15	Cc1ccc(Sc2c(C)nn(C(=O)COc3ccccc3)c2C)cc1	?	·	-7%	-36*	·	·	·
16	O=C1N(CC2CC2)CCCC12CCN(S(=O)(=O)N1CCOCC1)C2 (configuration not stated)	8%	i	-1%	-3	0%	3%	i
17	Cc1cc(C)cc(C(=O)Nc2ccc3c(N4CCCC4)ncnc3c2)c1	23%	?	-15%	-3	-3%	?	1%
18	Cn1nc(C2CCCN2)c2c(C(=O)N3CCOCC3)cc(C3CC3)nc21 (configuration not stated)	0%	-9%	0%	5	·	-13%	i
19	O=C1NC(C(=O)NC2CCN(Cc3ccccc3)CC2)Cn2cccc21 (configuration not stated)	-21%	i	-10%	-2	5%	i	-2%
20	COc1ccc(Cn2c(C3CCN(C(=O)c4ccc(C#N)cc4)CC3)n[nH]c2=O)cc1	41%[activator]	6%	4%	-5	-1%	?	-1%
21	O=C(Nc1nn(-c2cccc(F)c2)c2cccc(N3CCOCC3)c12)C1CCC1	133%[activator]	45µM*	-2%	0	7.9µM*	?	-7%
22	CCCc1cc(-c2nc3c([nH]2)CC(c2ccccc2OC)CNC3=O)on1 (configuration not stated)	3%	?	-18%	13	10%	?	i
23	CCCCOc1ccc(C(=O)N(Cc2ccc(N(C)C)cc2)Cc2ccco2)cc1	-16%	·	1%	5	·	·	·
24	CCN1c2cc(C(=O)N3CCN(c4ccccn4)CC3)ccc2C(=O)N2CCCCC21 (configuration not stated)	-9%	?	15%[12.5 µM]	-4	0%	-13%	-1%
25	CCN(CC)C1CCOC2(CCN(C(=O)Cc3c(C)noc3C)CC2)C1 (configuration not stated)	-16%	-5%	7%	14	-3%	i	i
26	COc1ccccc1NC(=O)Cn1c(=O)n(Cc2ccccc2)c(=O)c2c1c1cc(C)ccc1n2C	-6%	·	6%	7	·	·	·
27	CCOC(=O)c1cc(-c2ccccc2)n(CCCC(=O)Nc2cc(C)ccc2OC)c1C	?	·	-11%	2	·	·	·
28	Cc1ccc(CSC2=Nc3ccccc3C3=NC(CCC(=O)NC4CCCCC4)C(=O)N23)cc1 (configuration not stated)	21%	·	4%	9	·	·	·
29	CCC1CCCCN1S(=O)(=O)c1ccc(C(=O)Nc2sc3c(c2C(=O)NC)CCC3)cc1 (configuration not stated)	-1%	·	1%	-6	·	·	·
30	Cn1c(-c2cccc(Br)c2)cnc1NCc1cccc(F)c1	0%	·	-19%	-12	·	·	·
31	COC(=O)c1ccc(Nc2ncnc3c2nc2n3CCCC2)cc1	55%[activator]	·	-8%	-20	·	·	·
32	CCOc1ccccc1NC(=O)CN1C(=O)COc2ccc(S(=O)(=O)NC3CCCC3)cc21	-4%	·	?	-22	·	·	·
33	CCOC(=O)N1CCc2c(sc3c2c(=O)n(-c2ccc(Cl)cc2)c(=O)n3CC(=O)c2ccc(F)cc2)C1	12%	·	3%	18	·	·	·
34	O=C(NCc1ccccc1)c1cc2n(n1)CC(c1ccc(Cl)cc1)OC2 (configuration not stated)	?	?	-11%	-12	-10%	?	?
35	Cc1cccc(Cn2c(=O)n(CCC(=O)NCc3ccc4c(c3)OCO4)c(=O)c3sccc32)c1	-8%	·	6%	31	·	·	·
36	O=C(NCCN1CCCC1)C1CCN(C(=O)N2CC3CC(C2)[C@H]2CCCC(=O)N2C3)CC1 (some centres not stated)	0%	13%	?	16	-9%	i	-4%
37	COc1ccc(C(=O)N[C@@H]2CN(Cc3cccc(OC)c3)CCC[C@H]2O)cc1	-3%[87.6 µM]	-26%[172 µM]	-19%[87.6 µM]	-4	-3%[172 µM]	-23%[174 µM]	4%[88.5 µM]
38	O=C1c2c(-c3nc(-c4ccsc4)no3)nnn2CCN1Cc1ccc(Cl)cc1	-10%	-6%	2%[12.5 µM]	17	-19%	-20%	0%
39	CCc1nn(-c2ccc(OC)cc2)c(Oc2ccccc2F)c1CCC(=O)NC(C)C	-18%	?	-18%	-6	3%	?	-9%
40	CC(C)CCN1CCc2c(sc3ncnc(N4CCN(C)CC4)c23)C1	6%	?	0%	-7	-9%	-30%	i
41	CC(=O)N1CCN(C(=O)CCC2CCN(c3cc(NC4CC4)ncn3)CC2)CC1	-27%	?	-4%	17	-8%	-24%	?
42	O=C(CCc1cc2n(n1)CCCNC2)NCc1csc2c1CCCC2	-29%	-6%	-15%	14	8%	0%	?
43	CC1CCN(C(=O)C2(CCO)CC23CCOCC3)CC1 (configuration not stated)	33%	?	3%	9	0%	-11%	i
44	O=C(CCC1CCCC1)N1CCC(Cc2nc(C3CCOCC3)no2)CC1	-23%	?	6%	13	-15%	?	0%
45	CN(Cc1ccccc1)C(=O)CN1CC2CC(C1)[C@H]1CCCC(=O)N1C2 (some centres not stated)	-19%	-1%	6%	27	12%	-9%	i
46	COc1ccc2oc(=O)c(-c3cn4c(n3)sc3cc(OC)ccc34)cc2c1	42%[activator]	·	8%	39	·	·	·
47	O=C(c1cccnc1)N1CCCC2(C1)C(=NC1CCCCC1)NC(=O)N2c1cccnc1 (configuration not stated)	-16%	4%	1%	-1	-1%	1%	-6%
48	COC(=O)C1=CO[C@@H](O[C@@H]2O[C@H](CO)[C@@H](O)[C@H](O)[C@H]2O)[C@H]2[C@@H]1C=C[C@@]21C=C([C@H](C)O)C(=O)O1	·	·	-5%[23.9 µM]	-4	·	·	i
49	COc1ccc(-c2ccnc(N[C@H]3CO[C@H]4[C@@H]3OC[C@@H]4NS(=O)(=O)c3ccc(C)cc3)n2)cc1	-5%	?	-2%	-2	-13%	-49%	i
50	CN(CC1CCOC1)C(=O)Nc1cc(F)cc(F)c1 (configuration not stated)	3%	-3%	8%	13	-11%	-14%	i
51	Cc1ccc(OCc2nc(C3CN(C(=O)Cc4ccsc4)C3)no2)cc1	5%	89µM*	6%	0	-24%	?	-2%
52	Cc1ccc(NC(=O)c2oc3ccc(S(=O)(=O)N4CCC5(CC4)OCCO5)cc3c2C)cc1Cl	-8%	·	17%	1	·	·	·
53	COc1ccc(C2C=C(c3ccccc3)Nc3nc(NC(C)=O)nn32)cc1 (configuration not stated)	-1%	·	?	16	·	·	·
54	Cc1ccc2oc(=O)n(CCNC(=O)Nc3ccccc3C)c2c1	36%[activator]	·	-2%	31	·	·	·
55	O=C1N(Cc2cccc(C(F)(F)F)c2)c2ccccc2S(=O)(=O)N1c1cccc(Cl)c1	-8%	·	-1%	3	·	·	·
56	O=C(C1CCCCC1)N1CCN(C2CCN(Cc3cccnc3)C2=O)CC1 (configuration not stated)	-8%	-13%	7%	47	-10%	-32%	i
57	Cc1ccc(-c2nn(-c3ccc(F)cc3)c3c2cnc2cc(F)c(F)cc23)cc1	5%	·	12%	4	·	·	·
58	CC(C)c1ccc(C(=O)N2CCCC[C@H](N(C)C)C2)c(=O)n1C	-16%	5%	3%	-9	7%	i	2%
59	Cc1cnc(CCNC(=O)c2cccc(C#N)c2)n1C1CC1	19%	-15%	0%	-1	3%	4%	1%
60	CC(C)c1ccc(OCC(=O)NCCS(=O)(=O)N2CCN(c3ccc(F)cc3)CC2)cc1	-9%	·	10%	17	·	·	·

# The listing continues:
no.	SMILES	SNCA expr inh	HEK cytotox	HEK293 viab	IP6K1 inhibitor	Luciferase inh	3T3 cytotox	GPT2 inh
61	CC(C)c1cnc2c(c1SCc1cccc(C(F)(F)F)c1)c(=O)n(C)c(=O)n2C	23%	·	13%	-1	·	·	·
62	COc1ccc2[nH]c(C[C@@H]3C[C@@H](C(C)C)[C@H](CNC(=O)c4cccnc4)C=C3C)nc2n1	?	56µM*	?	13	-17%[172 µM]	?	2%[88.5 µM]
63	O=C(NCCN1CCCCC1)c1ccc(Cn2c(SCc3cccc(F)c3)nc3cccnc32)cc1	3%	·	-15%	-1	·	·	·
64	CC(C)(C)CCN1CCCC(COc2ccccc2C(=O)N2CCCC2)C1 (configuration not stated)	-24%	-1%	-10%	3	6%	i	1%

# A few values from above:
# In IP6K1 inhibitor, no. 63 shows -1
# In IP6K1 inhibitor, no. 64 shows 3
# In HEK cytotox, no. 62 shows 56µM*
# In SNCA expr inh, no. 61 shows 23%
